Assay outcomes: PubChem BioAssay, several laboratories
Dyrk1A ADPGlo = inhibitors of rat Dyrk1A kinase | Q63470 | ADP-Glo luminescence, NFATc1 peptide | inhibition, % at 12.5 µM | 310,000 compounds, 0.43% hits | AID 504441; in the data active = inhibition above about 50%;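 also: plate controls were vehicle with enzyme for no effect and no enzyme for full effect; many of its hits are not listed in these tables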
KCNK3 block = human KCNK3 channel inhibition, primary screen | O14649 | CHO-KCNK3 thallium flux, FluxOR fluorescence; active compounds read low | B-score at 10 µM | 340,000 compounds, 0.84% hits | AID 602410;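 active = B-score under library mean minus 4 SD, starting fluorescence ratio at most library mean plus 5 SD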;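 also: more negative B-score means stronger inhibition of thallium flux through KCNK3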
Target sequence (O14649 whole entry, looked up): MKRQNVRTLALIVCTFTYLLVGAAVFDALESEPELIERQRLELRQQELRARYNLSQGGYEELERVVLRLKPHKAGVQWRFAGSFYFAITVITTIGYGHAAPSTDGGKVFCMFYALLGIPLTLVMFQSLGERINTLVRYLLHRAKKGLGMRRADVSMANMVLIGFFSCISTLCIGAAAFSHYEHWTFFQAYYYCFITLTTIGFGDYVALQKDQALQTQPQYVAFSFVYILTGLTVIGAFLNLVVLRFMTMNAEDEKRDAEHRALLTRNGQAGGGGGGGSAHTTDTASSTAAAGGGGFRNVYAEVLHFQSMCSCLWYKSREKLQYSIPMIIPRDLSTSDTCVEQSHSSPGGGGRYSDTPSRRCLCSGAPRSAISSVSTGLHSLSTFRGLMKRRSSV
Active calls of the source: *; i = inactive.

SMILES | Dyrk1A ADPGlo | KCNK3 block
O=C(CN1C(=O)c2ccccc2C1=O)OCc1nc2ccsc2c(=O)[nH]1 | 4.4 | i
FC(F)(F)c1cc(CCN2CCNC[C@@H]2CC2CCCCC2)cc(C(F)(F)F)c1 | 16.8 | i
CC(=O)c1c(C)[nH]c(C(=O)OCC(=O)N2CCc3ccccc3C2)c1C | 3.6 | i
O=C(NCC(=O)N1CCN(c2ncccn2)CC1)c1ccccc1OC(F)F | 3.9 | i
CC(=O)C1C=CC(C)(C(=O)O)C2C=C(C)C(=O)C(C)(O)C12 (stereo not drawn) | 2.9 | i
Cc1c(Cl)cnc(NC(=O)COC(=O)[C@H](C)NC(=O)c2ccccc2)c1Cl | 3.8 | i
CCCCN(C(=O)C1CC(=O)N(c2ccc(C)cc2)C1)c1c(N)n(CCC)c(=O)[nH]c1=O (stereo not drawn) | -1.3 | i
CCN(C(=O)COC(=O)c1[nH]c(C)c(C(C)=O)c1C)c1c(N)n(Cc2ccccc2)c(=O)[nH]c1=O | -0.6 | i
Oc1cccc(Nc2nc(O)c(/C=C3\C=Nc4ccccc43)s2)c1 | 22.7 | -14.8*
Cc1ccc(NC(=O)COC(=O)C2CCC2)cc1S(=O)(=O)N1CCOCC1 | -3.0 | i
N#Cc1ccccc1NC(=O)COc1ccccc1C(=O)Nc1ccccc1 | -2.1 | i
COc1cc(OC)cc(-c2oc(=O)c3cc(OC)c(OC)cc3c2C#CCCCO)c1 | 1.2 | i
Cc1cc(Nc2ccc3ccccc3c2)n2ncnc2n1 | 5.9 | i
O=C(Nc1cccc2c1C(=O)NC2=O)c1ccc(S(=O)(=O)N2CCCC2)cc1 | 8.2 | i
CC(=O)Nc1sc(C)c(C)c1C(=O)OCC(=O)NC(C)c1ccccc1 (stereo not drawn) | 3.2 | i
O=C(/C=C/c1ccc([N+](=O)[O-])cc1)OCC(=O)N1CCOCC1 | -5.9 | i
CCCC(C(=O)Nc1ccc(S(=O)(=O)Nc2nccs2)cc1)c1ccccc1 (stereo not drawn) | -10.3 | i
CCOC(=O)/C(C#N)=C/Nc1ccccc1NS(=O)(=O)c1ccc2c(c1)OCCO2 | -2.5 | i
Cc1csc(=O)n1CC(=O)Nc1ccc(C(C)C)cc1 | -6.3 | i
Cc1ccc(S(=O)(=O)N2[C@@H](c3ccc(Br)cc3)C(C(=O)O)=CC[C@H]2c2ccc3c(c2)OCO3)cc1 | 6.7 | i
COc1cc(NC(=O)[C@@H]2CCCN(S(=O)(=O)c3cccc4cccnc34)C2)cc(OC)c1OC | -12.6 | i
CC(C)(C)OC(=O)N1CCN(C(=O)c2ncn(Cc3ccccc3)c2C(=O)N2CCN(C(=O)OC(C)(C)C)CC2)CC1 | 10.3 | i
COc1cc(/C=C2\SC(=O)N(Cc3ccc(Cl)cc3)C2=O)cc([N+](=O)[O-])c1O | -0.7 | i
CCOc1ccc(C2C(C#N)=C(N)Oc3cc(C)n(CCN4CCOCC4)c(=O)c32)cc1OCC (stereo not drawn) | 15.7 | i
Cc1noc(C)c1NC(=O)Nc1ccc2c(c1)C(=O)N([C@H](C)CO)C[C@H](C)[C@@H](CN(C)S(=O)(=O)c1ccccc1)O2 | -9.4 | i
COc1cccc(CNc2ccc(S(=O)(=O)N3CCCC3)cn2)c1 | -5.4 | i
O=C(COc1cccc(F)c1)Nc1nc(-c2cccnc2)cs1 | 27.4 | i
Cc1ccc(NC(=O)C2CC(=O)N(C(C)c3ccccc3)C2)cc1 (stereo not drawn) | -0.1 | i
N#CC1(NC(=O)CSc2nncn2-c2ccccc2F)CCCC1 | -5.2 | i
CC(C)[C@@H](C(=O)OCC(=O)c1ccc2c(c1)NC(=O)CO2)N1C(=O)c2ccccc2C1=O | 4.7 | i
Cc1ccc(C(=O)CCC(=O)Nc2ncccc2C)cc1 | 3.6 | i
Cc1ccc(OCC(=O)NNC(=O)C2CSC3(C)CCC(=O)N23)cc1C (stereo not drawn) | -1.2 | i
COc1cccc(C(=O)OCC(=O)N2CCc3ccccc3C2)c1 | 4.0 | i
COc1cc(C)c(NC(=O)C2CCN(S(=O)(=O)c3cccs3)CC2)cc1OC | -1.6 | i
CC1(C)CC(=O)C(C=NCC2CCCO2)=C(O)C1 (stereo not drawn) | 7.8 | i
O=C(NC[C@H]1CCCO1)c1cccc2c1C(=O)c1ccc(-c3ccc(F)cc3OCc3ccccc3)cc1S2(=O)=O | -13.2 | i
CCC1=C(CC2NCCc3ccccc32)CC2c3cc(OC)c(OC)cc3CCN2C1 (stereo not drawn) | 3.0 | i
COc1ccc(S(=O)(=O)Nc2cccc3c2O[C@H](CN(C)Cc2ccc(Oc4ccccc4)cc2)[C@@H](C)CN([C@H](C)CO)C3=O)cc1 | 2.4 | i
COC(=O)c1ccc(-c2c(-c3ccccc3)ncc3cc(OC)c(OC)cc23)cc1 | 16.8 | i
C=CCNc1ccccc1S(=O)(=O)NCc1ccccc1 | -1.9 | i
CCOC(=O)c1cccc(NC(=O)CSc2nc3cccnc3n2C)c1 | -7.4 | i
CCOc1ccc(NC(=O)CN(C)C(=O)C2CC(=O)N(Cc3ccco3)C2)cc1OCC (stereo not drawn) | 2.5 | i
COc1cc(NC(=O)c2cc(S(=O)(=O)N3CCCCC3)ccc2N2CCOCC2)cc(OC)c1OC | 6.7 | i
C[C@H](CO)N1C[C@H](C)[C@@H](CN(C)S(=O)(=O)c2cccs2)Oc2c(NC(=O)C3CCCCC3)cccc2C1=O | 5.5 | i
CC(=O)NC1CCCC(NC(C)=O)C1 (stereo not drawn) | -3.5 | i
COc1cc2nc(N3CCN(C(=O)OCc4ccccc4)[C@H](C(=O)NC(C)(C)C)C3)nc(N)c2cc1OC | 10.4 | i
CNCCNC[C@H](Cc1cccc2ccccc12)NCCc1ccccc1 | 1.7 | i
O=[N+]([O-])c1cc(S(=O)(=O)N2CCOCC2)ccc1N1CCNCC1 | 4.1 | i
O=C(NCCSSCCNC(=O)c1ccccc1)c1ccccc1 | -0.1 | i
Nn1c(SCC(=O)NC2CCCCCC2)nnc1C(F)(F)F | -3.4 | i

(further entries)
SMILES | Dyrk1A ADPGlo | KCNK3 block
O=C(COc1nsnc1N1CCOCC1)N1CCOCC1 | -5.3 | i
O=C(COC(=O)C1CC2CCCC(C1)C2=O)Nc1ccccc1 (stereo not drawn) | -6.3 | i
CCOc1ccc(S(=O)(=O)N2CCOCC2)cc1NC(=O)CSCC(=O)Nc1ccc(OC)cc1 | -1.1 | i
Cc1cc(C(=O)N2CCN(S(=O)(=O)c3ccccc3C#N)CC2)c(C)o1 | 3.9 | i
CCOC(=O)C1CCN(C(=O)c2cc(-c3ccncc3)nc3ccccc23)CC1 | -1.8 | i
Cc1nc(SCc2nc3c(F)cccc3[nH]2)c2oc3ccccc3c2n1 | 5.3 | i
Cc1ccc(S(=O)(=O)N2CCN(C(=O)c3cc(C4CC4)nc4c3cnn4C(C)C)CC2)cc1 | -2.1 | i
C=CCN(CC(=O)NC1CC1)S(=O)(=O)c1cccc(C(F)(F)F)c1 | 9.1 | i
COC(=O)c1ccc(C(=O)OC)c(NC(=O)CSc2nc(-c3ccco3)cc(C(F)(F)F)n2)c1 | -2.7 | i
COc1ccc(S(=O)(=O)Nc2ccc3c(c2)C(=O)N([C@H](C)CO)C[C@H](C)[C@H](CN(C)Cc2ccc(C(=O)O)cc2)O3)cc1 | -4.1 | i
Cc1ccc(Oc2ccc(-c3nc(N)nc(N)n3)cc2)cc1 | 47.0 | i
CN(C(=O)COC(=O)c1cc2ccccc2oc1=O)C1CCCCC1 | 2.1 | i
O=C(NC1=NCCS1)C1CCN(S(=O)(=O)c2cc([N+](=O)[O-])ccc2Cl)CC1 | -1.8 | i
Cn1c(-c2ccsc2)c(-c2cccs2)c2cc(-c3ccc4[nH]ccc4c3)ccc21 | -3.8 | i
COC1OC2COC(c3ccccc3)OC2C(OC(=O)c2ccccc2)C1OC(=O)c1ccccc1 (stereo not drawn) | -3.5 | i
CC1CN(S(=O)(=O)c2cccc(C(=O)OCC(=O)N3CCCCCC3)c2)CC(C)O1 (stereo not drawn) | -2.6 | i
CN(CC(=O)Nc1cccc(F)c1)C(=O)c1ccccc1-n1cnnn1 | 5.0 | i
O=C(Cn1cnc2c(OCc3ccccc3)ncnc21)NCc1nc2ccccc2[nH]1 | -1.2 | i
COc1cccc(CN(C)S(=O)(=O)c2c(C)noc2C)c1OC | 1.5 | i
CN(C)c1ncnc2c1ncn2C1CCCCO1 (stereo not drawn) | 0.2 | i
COc1cc2c(cc1OC)[C@@H](NC(=O)CCc1ccccc1)[C@H](O)C2 | -2.7 | i
CN(Cc1ccccc1)C(=O)c1nc[nH]c1C(=O)N1CCN(c2ccccc2)CC1 | 1.1 | i
O=C(NNC(=O)c1ccccc1Cl)c1ccc2c(=O)n3c(nc2c1)CCC3 | 0.8 | i
O=S(=O)(c1ccc(F)cc1)N1CCN(CCOc2ccccc2)CC1 | 10.4 | i
Nc1nc(=O)n(C2CCCO2)cc1Br (stereo not drawn) | 4.5 | i
N#Cc1ccc(C2=CC(=O)C[C@H](c3ccc(F)cc3)C2)cc1 | 2.2 | i
O=C(O)c1cc(N/N=C/c2ccc3c(c2)OCCO3)ccc1Cl | -1.7 | i
CCOc1ccc(Nc2ccc(N)c(S(=O)(=O)O)c2)cc1 | 10.6 | i
O=C([C@@H]1CCCN1C(=O)c1cccs1)N1CCN(S(=O)(=O)c2ccccc2F)CC1 | 11.0 | i
CC(C)C(NC(=O)c1ccccc1)C(=O)OCC(=O)N1CCCC1 (stereo not drawn) | -5.0 | i

4 successive records from above:
SMILES | Dyrk1A ADPGlo | KCNK3 block
O=C(O)c1cc(N/N=C/c2ccc3c(c2)OCCO3)ccc1Cl | -1.7 | i
CCOc1ccc(Nc2ccc(N)c(S(=O)(=O)O)c2)cc1 | 10.6 | i
O=C([C@@H]1CCCN1C(=O)c1cccs1)N1CCN(S(=O)(=O)c2ccccc2F)CC1 | 11.0 | i
CC(C)C(NC(=O)c1ccccc1)C(=O)OCC(=O)N1CCCC1 (stereo not drawn) | -5.0 | i

(cont.)
SMILES | Dyrk1A ADPGlo | KCNK3 block
Nc1ncn(C(=S)Nc2ccccc2)n1 | 2.1 | i
OC(c1ccccc1)(c1ccccc1)c1nccn1-c1ccccc1 | -4.0 | i
CCCCn1c(N)c(N(CC)C(=O)C2COc3ccccc3O2)c(=O)[nH]c1=O (stereo not drawn) | -2.6 | i
O=C(NC(c1ccccc1)c1ccccc1)c1ccccc1 | 0.0 | i
COc1ccccc1C=NNc1ccc([N+](=O)[O-])cn1 | 8.6 | i
Cc1ccc2cccc(OCC(=O)N(C)CC(=O)Nc3ccc(F)cc3)c2n1 | -1.4 | i
O=C(OCc1ccccc1)c1ccc(NCc2cc(O)ccc2O)cc1 | 3.8 | i
COC(=O)c1cc(NC(=O)COC(=O)CCc2c[nH]c3ccccc23)cc(C(=O)OC)c1 | -0.9 | i
COc1ccccc1N1CC(C(=O)OCc2nc(N)nc(Nc3ccccc3)n2)CC1=O (stereo not drawn) | 7.1 | i
O=C(COC(=O)COc1ccc(Cl)cc1)Nc1ccc2c(c1)OCCO2 | -0.7 | i
CC(C)C[C@@H](CNC(=O)OC(C)(C)C)NC(=O)c1nc[nH]c1C(=O)N[C@@H](CC(C)C)C(=O)CNC[C@H](CC(C)C)NC(=O)c1nc[nH]c1C(=O)N[C@@H](Cc1c[nH]c2ccccc12)C(=O)OC(C)(C)C | 4.4 | i
COc1cc(OC)cc(-c2c(C#Cc3ccsc3)c3cc(-c4ccccc4OC)ccc3n2C)c1 | -1.4 | i
COc1ccc(S(=O)(=O)N2CCOCC2)cc1NC(=O)c1cc2ccccc2o1 | 9.9 | i
CCOc1ccc(NC(=O)CSc2nnc(C)n2C2CC2)cc1S(=O)(=O)N1CCCC1 | 2.4 | i
COc1cc(CCC(=O)Nc2ccc(S(=O)(=O)N3CCCC3)cc2)cc(OC)c1OC | -4.8 | i
CCCCn1c(N)c(N(CCOC)C(=O)CCC2CCCCC2)c(=O)[nH]c1=O | -5.5 | i
COC(=O)[C@H](Cc1ccc(O)cc1)NC(=O)Cn1ccc(NC(=O)OCc2ccccc2)nc1=O | 0.0 | i
COc1cc(OC)cc(C(=O)NNC(=O)Cc2cccs2)c1 | 2.1 | i
COc1ccccc1C(C)NC(=O)c1ccc(S(=O)(=O)NCc2ccco2)cc1 (stereo not drawn) | -3.2 | i
COc1ccc(N(C)S(=O)(=O)c2cccc(C(=O)N3CCN(Cc4ccc5c(c4)OCO5)CC3)c2)cc1 | -3.8 | i

Single records, as listed above:
COc1ccccc1C(C)NC(=O)c1ccc(S(=O)(=O)NCc2ccco2)cc1 (stereo not drawn) across the screens: Dyrk1A ADPGlo = -3.2; KCNK3 block = i
COC(=O)[C@H](Cc1ccc(O)cc1)NC(=O)Cn1ccc(NC(=O)OCc2ccccc2)nc1=O across the screens: Dyrk1A ADPGlo = 0.0; KCNK3 block = i
COc1ccc(S(=O)(=O)N2CCOCC2)cc1NC(=O)c1cc2ccccc2o1 across the screens: Dyrk1A ADPGlo = 9.9; KCNK3 block = i

Additional records follow.
SMILES | Dyrk1A ADPGlo | KCNK3 block
C[C@@H]1CN([C@H](C)CO)C(=O)c2cccc(NC(=O)Nc3ccc(F)cc3)c2O[C@H]1CN(C)C(=O)Nc1ccc(C(F)(F)F)cc1 | 0.0 | i
O=C(Cc1ccccc1[N+](=O)[O-])OCC(=O)c1ccccc1Br | 3.7 | i
Cc1noc(C)c1COc1ccc(C(=O)OCC(=O)N2CC3(C)CC2CC(C)(C)C3)cc1 (stereo not drawn) | 1.5 | i
CN(Cc1ccccc1)C(=O)COC(=O)CCC(=O)c1ccc(Cl)cc1 | -0.8 | i
CC1=NS(=O)(=O)NC(C)(C)C1 | -3.3 | i
Cc1ccccc1/C=C1\Oc2ccccc2C1=O | 0.4 | i
COCCNC(=O)C(OC(=O)c1ccco1)c1ccc(OC)cc1 (stereo not drawn) | -0.3 | i

A portion of the library; the hit share may differ from the screen's.
